From PubChem
N370S GC mod = N370S glucocerebrosidase modulation, Gaucher chaperone candidate | N370S GC spleen homogenate, 4MU-glucoside fluorescence | Potency, µM (top dose mostly 59.4 µM), for inactives: at the top dose activity change, negative = inhibition, most hits filed as inhibitors | 330,000 compounds, 0.092% hits | AID 2101;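 note: 0% = full enzyme activity and -100% = no enzyme basal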
FEN1 inhibitor = blocks human flap endonuclease 1. P39748. Recombinant FEN1 flap cleavage, fluorescence, 15 min. Potency, µM (highest dose often 114 µM), for inactives: at the top dose activity change, negative = inhibition, most hits filed as inhibitors. 390,000 compounds, 0.35% hits. AID 588795; note: nearly all actives have a fitted effect of over 65% in size
Target sequence (P39748 whole entry, looked up): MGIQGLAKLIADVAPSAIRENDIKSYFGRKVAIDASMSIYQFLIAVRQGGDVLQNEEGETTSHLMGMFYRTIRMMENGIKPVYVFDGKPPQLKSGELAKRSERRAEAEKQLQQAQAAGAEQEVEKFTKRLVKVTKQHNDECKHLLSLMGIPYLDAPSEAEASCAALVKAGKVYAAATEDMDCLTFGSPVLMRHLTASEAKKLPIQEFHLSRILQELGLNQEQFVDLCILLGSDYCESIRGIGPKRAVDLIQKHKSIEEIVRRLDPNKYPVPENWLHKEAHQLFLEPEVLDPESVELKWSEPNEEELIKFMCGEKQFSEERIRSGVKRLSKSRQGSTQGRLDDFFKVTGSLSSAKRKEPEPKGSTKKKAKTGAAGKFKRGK
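Quantitative HTS format: each compound was titrated, incubated with 10 nM nuclease for 15 min at room temperature, then challenged with flap substrate at 50 nM final. Signal change over 15 min gave concentration–effect curves.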
TDP1 block = inhibitors of human tyrosyl-DNA phosphodiesterase TDP1. recombinant TDP1, AlphaScreen DNA substrate cleavage. AID 485290. Potency, µM (top dose mostly 130 µM), inactives show at the highest dose activity change, negative = inhibition, hits mostly inhibitors. 350,000 compounds, 0.28% hits; note: nearly all actives have a fitted effect of over 40% in size
Target sequence (Q9NUW8 whole entry, looked up): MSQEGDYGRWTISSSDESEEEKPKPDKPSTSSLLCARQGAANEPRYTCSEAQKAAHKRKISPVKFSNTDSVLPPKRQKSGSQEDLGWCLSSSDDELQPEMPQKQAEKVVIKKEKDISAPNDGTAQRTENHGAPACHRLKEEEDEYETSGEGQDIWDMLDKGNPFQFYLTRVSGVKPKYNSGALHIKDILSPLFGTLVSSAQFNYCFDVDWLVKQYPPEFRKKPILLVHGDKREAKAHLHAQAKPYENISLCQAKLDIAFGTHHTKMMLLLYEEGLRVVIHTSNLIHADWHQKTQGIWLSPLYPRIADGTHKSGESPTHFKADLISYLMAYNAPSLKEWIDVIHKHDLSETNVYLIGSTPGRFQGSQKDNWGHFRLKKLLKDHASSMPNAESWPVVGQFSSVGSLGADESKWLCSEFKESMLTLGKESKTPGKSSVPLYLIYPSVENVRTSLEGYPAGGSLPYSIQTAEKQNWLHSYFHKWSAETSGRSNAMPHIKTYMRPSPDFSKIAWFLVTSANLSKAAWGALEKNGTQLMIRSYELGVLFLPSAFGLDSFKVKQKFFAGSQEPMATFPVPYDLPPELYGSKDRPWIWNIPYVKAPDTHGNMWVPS
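E. coli-derived human Tdp1, 1 nM final. Cpd preinc 15 min RT; substrate 15 nM final, 5 min RT; AS bead mix 10 ug/ml final, 10 min RT. Signal loss = tyrosine-FITC cleavage. No-enzyme wells = max signal.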
The depositor's hits bear a star; u = inconclusive; x = not tested or not shown; [ ] = another dose, or the depositor's remark. Calls come from the whole dose curve; as a rule, active = well fitted curve in the direction sought with a large enough effect; inconclusive = small, poorly fitted or top-dose-only effect, or another doubt; inactive = no such curve, though single readings can be large; an effect the other way counts as inactive or inconclusive. Unless noted, % is set by controls: 0 for no effect and ±100 for the full control effect; potency is the fitted concentration of half-maximal effect.

canonical_smiles	TDP1 block	N370S GC mod	FEN1 inhibitor
COc1ccc(OC)c(Nc2nc(N)nc(CSc3nnc(-c4ccncc4)o3)n2)c1	2%	23%	x
Cc1cc(=O)n(Cc2ccccc2)c(O)c1C#N	x	-7%	4%
COCCCn1c(=O)c2sccc2n(Cc2ccccc2)c1=O	5%	-7%	-4%
CSc1sc(C(=O)N(C)C)c2c1S(=O)(=O)N(C)c1ccccc1-2	5%	4%	4%
COc1ccc(C(=O)COC(=O)CCN2C(=O)C3C4C=CC(C5CC45)C3C2=O)cc1 (stereo not given)	4%	0%	-10%
COc1ccc(F)cc1CSc1nnnn1-c1ccc(O)cc1	-12%	3%	6%
COc1ccc2[nH]c3c(c2c1)CCNC3c1ccc([N+](=O)[O-])o1 (stereo not given)	x	-20%	u
Cc1ccc(-c2nc(CS(=O)(=O)CC(=O)N3CCN(C)CC3)c(C)o2)cc1	1%	1%	14%
COc1cc(CNCc2ccc(C)cc2)cc(OC)c1OC	x	1%	4%
CCc1ccc2nc(NC(=O)c3ccc(N4C(=O)CCC4=O)cc3)sc2c1	x	-7%	-2%
CCOc1cc(NS(=O)(=O)c2ccc(NC(C)=O)cc2)c(OCC)cc1NC(=O)C(C)C	6%	-9%	-4%
C=C1CCN(C(Cc2ccccc2)C(=O)NCc2ccccc2)S(=O)(=O)c2ccccc21 (stereo not given)	1%	2%	-25%
O=c1c(Cc2ccccc2)c(O)ccn1Cc1ccc2c(c1)OCO2	-3%	-4%	-6%
COc1cccc(CNC(=O)c2ccc3nc(-c4ccccc4)c(-c4ccccc4)nc3c2)c1OC	1%	x	10%
Nc1ccc(-c2ncc(-c3ccccc3)o2)cc1	x	u	4%
Cc1[nH]c2ccccc2c1C(=O)CN1CC(C)CC(C)C1 (stereo not given)	x	-19%	-12%
O=c1cc(CN2CCN(c3ccc(O)cc3)CC2)nc2scc(-c3ccccc3)n12	-1%	u	7%
Cc1ccc(C)c(C(=O)CSc2nc3ccccc3c(=O)[nH]2)c1	-1%	-19%	-2%
Cc1sc2ncnc(N3CCC(C(=O)NNC(=O)COc4cccc(C(F)(F)F)c4)CC3)c2c1C	7%	-6%	-4%
O=C(O)CN1C(=O)/C(=C\c2ccccc2OCc2ccc(Cl)cc2)SC1=S	x	22%	u
O=C1CN(C(=O)Cc2ccc(F)cc2)C(c2ccccc2)c2cc(Cl)ccc2N1 (stereo not given)	12%	x	2%
COc1ccccc1-c1c(C(F)(F)F)oc2c(CN3CCCCC3C)c(O)ccc2c1=O (stereo not given)	-1%[12.3 µM]	x	-6%
Nc1ccccc1NC(=O)c1ccccc1	5%	-27%	-6%
Cn1c(-c2sccc2OCc2ccccc2)n[nH]c1=S	-2%	19%	4%
CCOC(=O)c1nc(NCCc2ccccc2)sc1C	5%	-10%	-5%
O=C(Nc1ccccc1C(F)(F)F)N1CCC2(CC1)Oc1ccccc1C(=O)N2Cc1ccccc1F	-6%	x	-3%
CCc1ccc(NC(=O)C(=O)NCC2CCCN2S(=O)(=O)c2cccs2)cc1 (stereo not given)	-7%	-4%	-2%
CCc1ccccc1N(C(C)=O)c1nc(CN=C=S)cs1	-3%	0%	20%
CCN1C(=O)C(c2ccc(O)cc2)(c2ccc(O)cc2)c2ccccc21	5%	-5%	-4%
CCOc1ccccc1-n1c(N)c(C(N)=O)sc1=S	-1%	9%	2%
Cc1cc(-c2nc3ncccc3o2)ccc1NC(=O)c1ccccc1Br	4%	x	6%
COCCCNC(=S)NNC(=O)c1ccoc1C	0%	7%	-7%

13 of these compounds, set out differently.
TDP1 block	N370S GC mod	FEN1 inhibitor	canonical_smiles
x	22%	u	O=C(O)CN1C(=O)/C(=C\c2ccccc2OCc2ccc(Cl)cc2)SC1=S
12%	x	2%	O=C1CN(C(=O)Cc2ccc(F)cc2)C(c2ccccc2)c2cc(Cl)ccc2N1 (stereo not given)
-1%[12.3 µM]	x	-6%	COc1ccccc1-c1c(C(F)(F)F)oc2c(CN3CCCCC3C)c(O)ccc2c1=O (stereo not given)
5%	-27%	-6%	Nc1ccccc1NC(=O)c1ccccc1
-2%	19%	4%	Cn1c(-c2sccc2OCc2ccccc2)n[nH]c1=S
5%	-10%	-5%	CCOC(=O)c1nc(NCCc2ccccc2)sc1C
-6%	x	-3%	O=C(Nc1ccccc1C(F)(F)F)N1CCC2(CC1)Oc1ccccc1C(=O)N2Cc1ccccc1F
-7%	-4%	-2%	CCc1ccc(NC(=O)C(=O)NCC2CCCN2S(=O)(=O)c2cccs2)cc1 (stereo not given)
-3%	0%	20%	CCc1ccccc1N(C(C)=O)c1nc(CN=C=S)cs1
5%	-5%	-4%	CCN1C(=O)C(c2ccc(O)cc2)(c2ccc(O)cc2)c2ccccc21
-1%	9%	2%	CCOc1ccccc1-n1c(N)c(C(N)=O)sc1=S
4%	x	6%	Cc1cc(-c2nc3ncccc3o2)ccc1NC(=O)c1ccccc1Br
0%	7%	-7%	COCCCNC(=S)NNC(=O)c1ccoc1C

The list goes on:
canonical_smiles	TDP1 block	N370S GC mod	FEN1 inhibitor
CCOC(=O)C(=Cc1ccc(Br)cc1)C(=O)OCC	3%	8%	-16%
O=C(COc1ccc(Cl)cc1Cl)N1CCNC1=O	0%	x	26%
O=C(CSc1nnc(CCCO)n1-c1ccccc1)Nc1nccs1	-2%	12%	-13%
COc1ccc(C(C)=NNC(=O)c2cccc(S(=O)(=O)N3CCCC3)c2)cc1	2%	x	-4%
O=C(COC(=O)C1(c2ccc(Cl)cc2)CCCC1)Nc1ncc(C(F)(F)F)cc1Cl	-3%	-11%	-1%
COc1ccc(Br)cc1C(=O)Nc1ccc(C(=O)NCC(C)C)cc1	2%	9%	-13%
CCc1nnc(NC(=O)CSc2nnc(-c3ccco3)n2CC)s1	4%	-19%	40%[activator]
CCN(CC)C(=O)Cn1cc(S(=O)(=O)CC(=O)NC2CCCCC2)c2ccccc21	1%	-13%	16%
CCOC(=O)c1c(SC)nc(SC)c2c1CCC2	0%	2%	-2%
Cc1ccc(C(=O)NC2CCCCCCC2)cc1S(=O)(=O)N1CCOCC1	-3%	-5%	-2%
CCOC(=O)c1scc(-c2ccccc2)c1S(=O)(=O)Nc1cc(Cl)c(OC)cc1OC	6%	x	-15%
CCc1ccc(CNC(=O)C2CC(=O)N(C3CCCC3)C2)cc1 (stereo not given)	10%	-2%	1%
Cc1cn(-c2cc(C(=O)Nc3ccc(C)c(NC(=O)C(=O)c4c[nH]c5ccccc45)c3)cc(C(F)(F)F)c2)cn1	6%	-24%	-6%
Cc1ccc(NC(=O)C2CCCN(S(=O)(=O)c3cnc[nH]3)C2)cc1F (stereo not given)	3%	8%	-2%
COC(=O)C(C#N)c1nc2ccccc2nc1N1CCCC1 (stereo not given)	0%	10%	-3%
Cc1ccc(-c2cnc(NC(=O)CCC(=O)N3CCCCC3)n2C)cc1	7%	7%	-9%
O=C(NNC(=O)C1CC1)c1cc(Br)c(Br)s1	2%	x	-10%
CCOc1ccc(-c2cc(C(=O)N3CCN(C)CC3)c3ccccc3n2)cc1	7%	7%	10%
CSC(=S)N/N=C/c1ccccc1	8%	10%	-8%
COC(=O)c1cc(Br)ccc1OC(=O)c1cccnc1	4%	2%	-3%
Cc1cc(=O)[nH]c(SCC(=O)Nc2ccc(S(N)(=O)=O)cc2)n1	x	-7%	12%
COc1cccc(CN2CCC(C(=O)N3CCN(c4ccccc4F)CC3)CC2)c1OC	-1%	-18%	0%
O=C(Cc1ccccc1)Nc1ccc(NC(=O)c2cccs2)cc1Cl	2%	-3%	17%
COc1ccccc1CNC(=O)CC(c1ccc(F)cc1)N1Cc2ccccc2C1=O (stereo not given)	0%	x	-3%
CC(=O)Nc1ccc(S(=O)(=O)NCC(=O)OCC(=O)N2CCCc3ccccc32)cc1	3%	7%	-5%
O=C(/C=C/c1ccccc1[N+](=O)[O-])N1CCN(C(=O)c2ccco2)CC1	2%	11%	4%
O=C(COc1ccccc1Cl)NNC(=O)C1CCCO1 (stereo not given)	6%	6%	-6%
Cc1noc(C)c1COc1ccccc1C(=O)Nc1ccc(C(N)=O)cc1	1%	x	14%
CCN(CC)CCN(C(=O)c1cccc(N2C(=O)CCC2=O)c1)c1nc2cc3c(cc2s1)OCO3	-1%	-1%	-3%
O=C1N2CN(C(c3ccccc3)c3ccccc3)CN=C2SC1(CO)CO	-3%	1%	-15%
O=C1Nc2ccc(S(=O)(=O)N(CCO)CCO)c3cccc1c23	1%	23%	5%
Cc1ccc(-c2nn(-c3ccccc3Cl)cc2C(=O)NCC2CCCO2)cc1 (stereo not given)	3%[0.505 µM]	0%	0%
Cc1ccc(CCN2CC(C(=O)NCCCN3CCCCC3)CC2=O)cc1 (stereo not given)	2%	-10%	-14%
CCC(=O)Nc1ccc2c(c1)nc(CN1CCCCC1)n2C	-2%	2%	19%
O=S(=O)(Nc1ccc(F)cc1F)c1ccc(Br)s1	-4%	x	-15%
Cc1nn2c(-c3ccc(Cl)cc3Cl)nnc2s1	4%	5%	-1%
O=C(Nc1ccc(NC(=O)c2cccs2)cc1)c1cccc(Br)c1	0%[12.3 µM]	x	-2%
CCOC(=O)C1(CCOc2ccccc2)CCN(Cc2ccc(F)c(OC)c2)CC1	x	1%	-2%
CC(=C\c1ccccc1)/C=C1/SC(=S)N(CCC(=O)O)C1=O	x	-7%	-3%
COc1ccc(C2=NN(C(=O)c3cccs3)C(c3ccccc3OC)C2)cc1OC (stereo not given)	-2%	u	-18%
CCOC(=O)C(O)(CC(=O)Nc1ccc(Cl)cc1Cl)C(F)(F)F (stereo not given)	4%[56.1 µM]	13%	-16%
O=C(/C=C/c1cccc(F)c1)OCC(=O)N1CCCc2ccccc21	-13%	14%	-10%
Cc1cn2c(=O)cc(COc3cccc(NC(=O)c4ccccc4C)c3)nc2s1	1%	x	-2%
Cc1sc2nc3n(c(=O)c2c1C)CCCS3	2%	5%	1%
Cn1c(=O)oc2cc(S(=O)(=O)NCc3ccccc3)ccc21	0%	2%	-15%
Cn1cccc1-c1nc2ccc([N+](=O)[O-])cc2[nH]1	x	-3%	u
Cc1n[nH]c(=O)c2c(NC(=O)CSc3ncccn3)oc(C)c12	-7%[0.505 µM]	0%	-14%
COc1ccc([N+](=O)[O-])cc1/C=N/Nc1nc(N2CCCCC2)nc(N2CCCCC2)n1	-1%	-13%	4%
CO/N=C/c1ccc(Oc2ccc(C)cc2)c([N+](=O)[O-])c1	3%	7%	0%
COc1ccc(C2=CC(=O)CC(c3ccc(OC)cc3)C2)cc1 (stereo not given)	-1%	-14%	-4%
COc1ccc2c(c1)c1c(c(=O)n(-c3cccc(C)c3)c(=O)n1CC(=O)NCCC1=CCCCC1)n2C	9%	x	21%
O=C(CN1C(=O)c2ccccc2S1(=O)=O)Nc1cccnc1	8%	-14%	-4%
COc1ccc(NC(=O)Cc2c(SC)c3ccccc3n2Cc2ccccc2)cc1	3%	9%	-5%
COc1ccc(-c2cc3nccc(-c4cc(Cl)c(C)cc4O)n3n2)cc1	-3%	x	-17%
O=C(CN1C(=O)CSC1=O)N1CCCC(Nc2ccc(F)cc2)C1 (stereo not given)	4%	-17%	1%
O=C(COC(=O)Cn1cnc2ccccc21)Nc1ccc(OC(F)F)cc1	2%	x	12%

Going on with the list.
canonical_smiles	TDP1 block	N370S GC mod	FEN1 inhibitor
CC1CCCN(C(C(=O)Nc2ccc3c(c2)OCO3)c2ccccc2)C1 (stereo not given)	-1%	13%	-18%
Cc1ccc(-c2nc3n(n2)Cc2ccccc2-3)cc1	3%[56.1 µM]	3%	-6%
Cc1ccc(NC(=O)Cn2c(=O)n(CCc3ccccc3)c(=O)c3sc4ccccc4c32)cc1C	1%	x	-2%
COc1cc(C2c3c(oc4ccccc4c3=O)C(=O)N2c2nc(C)c(C)s2)ccc1O (stereo not given)	2%	x	-5%
CC(=O)Oc1ccc(C(=O)Nc2cc(NC(=O)c3ccc(OC(C)=O)cc3)cc(C(=O)NC(C)(C)C)c2)cc1	6%	-6%	3%

Rows are unselected; 0.57% or so of the library scored in one or more.
